NPY-Y2 PAM-ag = NPY-Y2 potentiators or agonists, primary screen, cell-based. Neuropeptide Y receptor type 2 (Homo sapiens), P49146. cells expressing NPY-Y2, potentiator/agonist read-out. activation, % at 3.6 µM. 0.45% of 220,000 active. AID 1359, 2008; in the data active means activation above about 27%;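 further: cells stimulated with NPY near EC25 plus isoproterenol at EC100; 0% = vehicle plus submaximal agonist and 100% = vehicle plus saturating agonist; some results beyond the cut were filed as inactive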
Target sequence (P49146 whole entry, looked up): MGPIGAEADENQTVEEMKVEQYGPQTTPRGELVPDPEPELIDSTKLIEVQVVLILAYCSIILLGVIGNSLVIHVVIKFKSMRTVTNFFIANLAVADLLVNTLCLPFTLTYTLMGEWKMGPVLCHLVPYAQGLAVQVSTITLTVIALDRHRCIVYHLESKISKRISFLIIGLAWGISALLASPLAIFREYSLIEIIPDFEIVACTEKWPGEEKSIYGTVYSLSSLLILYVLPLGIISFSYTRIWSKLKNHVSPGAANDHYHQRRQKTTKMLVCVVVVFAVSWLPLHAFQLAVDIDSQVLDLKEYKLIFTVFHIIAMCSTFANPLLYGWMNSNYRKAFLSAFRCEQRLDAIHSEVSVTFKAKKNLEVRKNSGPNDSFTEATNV
S1P4 agonist = S1P4 receptor agonists, primary screen, cell-based; Sphingosine 1-phosphate receptor 4 (Homo sapiens), O95977; S1P4-expressing cell line, agonist reporter assay; activation, % at 4.98 µM; 0.35% of 220,000 active; in the data active means activation above about 11%;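 further: 0% = DMSO vehicle and 100% = reference agonist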
S1P4 antag = S1P4 receptor antagonists, primary screen, cell-based; Sphingosine 1-phosphate receptor 4 (Homo sapiens), O95977; S1P4-expressing cells, antagonist mode, reporter read-out; inhibition, % at 4.98 µM; 0.26% of 220,000 active; AID 1510, 2009; in the data active means inhibition above about 29%;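 further: 0% = wells stimulated with agonist and 100% = vehicle wells without agonist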
Runt-CBFb FRET = inhibitors of RUNX1 Runt–CBFb binding, primary screen, biochemical, FRET, Cerulean-Runt, Venus-CBFb, uHTS; Runt-related transcription factor 1 (Homo sapiens) + Core-binding factor subunit beta …; Cerulean-Runt/Venus-CBFb FRET ratio 530/480, 1 h; inhibition, % at 20 µM; 0.46% of 220,000 active; AID 1496, 2009;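 active means inhibition over about 50% at 20 µM in the single-dose screen, limit read from the data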;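 further: 0% = DMSO wells and 100% = excess unlabeled CBFb competitor control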
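System: Cerulean-labeled Runt domain protein | Quantity: 100 nM of each labeled protein | Schedule: 1 h compound exposure, room temperature | Detection: Fluorescence energy transfer, 422 nm excitation, 530/480 nm emission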
RBBP9 inh = human RBBP9 inhibitors, primary screen, biochemical, fluorescence polarization, FP-Rh probe, HTS; inhibition, % at 7.94 µM; 0.2% of 220,000 active; recombinant RBBP9;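 active means inhibition above the campaign mean of all tested compounds plus 3 SD, cut at about 14% in these data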;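 further: plate controls were DMSO wells with RBBP9 for no effect and wells lacking RBBP9 protein for full effect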
Target sequence (O75884 whole entry, looked up): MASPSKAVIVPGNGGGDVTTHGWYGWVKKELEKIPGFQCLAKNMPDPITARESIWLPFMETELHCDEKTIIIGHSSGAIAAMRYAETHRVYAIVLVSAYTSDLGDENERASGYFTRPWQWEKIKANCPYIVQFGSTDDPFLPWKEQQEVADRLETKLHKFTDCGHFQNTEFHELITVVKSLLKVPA
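System: RBBP9 protein / Buffer or medium: Tris/NaCl buffer pH 8.0 with 0.1% Pluronic / Probe or stimulus: Serine-hydrolase probe FP-Rh, 375 nM pre-mixing / Dosing: 7.94 µM single dose, 0.794% DMSO / Times: enzyme-compound preincubation 30 min, then probe labeling 45 min, 25 °C / Technique: fluorescence polarization (mP), excitation 525 nm, emission 598 nm / Replication: singlicate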
NPY1 pot ag = NPY-Y1 receptor potentiators or agonists, primary screen, cell-based | AID 1304, 2008 | NPY-Y1 expressing cells, potentiator/agonist activation | 0.37% of 220,000 active | activation, % at 3.6 µM | Neuropeptide Y receptor type 1 (Homo sapiens), P25929; in the data active means activation above about 33%, passing the limit was not always enough;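 further: cells stimulated with NPY at EC10 then isoproterenol at EC100; 0% = low agonist plus stimulus and 100% = saturating agonist plus stimulus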
Target sequence (P25929 whole entry, looked up): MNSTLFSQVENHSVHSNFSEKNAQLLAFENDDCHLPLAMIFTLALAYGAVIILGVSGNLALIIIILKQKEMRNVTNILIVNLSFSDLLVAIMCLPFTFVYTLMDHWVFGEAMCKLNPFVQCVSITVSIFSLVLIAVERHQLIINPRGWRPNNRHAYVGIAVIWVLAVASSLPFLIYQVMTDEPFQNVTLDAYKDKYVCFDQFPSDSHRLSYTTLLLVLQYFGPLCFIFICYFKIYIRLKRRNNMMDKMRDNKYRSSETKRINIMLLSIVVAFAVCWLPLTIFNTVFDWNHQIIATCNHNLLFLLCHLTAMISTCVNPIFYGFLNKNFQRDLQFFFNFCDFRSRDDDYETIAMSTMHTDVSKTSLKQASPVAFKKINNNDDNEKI
BaF3 tox = parental Ba/F3 cell viability inhibition, counter-screen for JAK2V617F inhibitor project, murine pro-B, CellTiter-Glo luminescence | CellTiter-Glo ATP luminescence | inhibition, % at 5.6 µM | 1.1% of 220,000 active;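 active means inhibition above a per-campaign cutoff, the mean inhibition of all tested compounds plus 3 SD, cut at about 27% in these data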;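 further: 0% = DMSO wells and 100% = JAK Inhibitor I control wells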
Ba/F3 V617F tox = reduced viability of JAK2V617F-dependent Ba/F3 cells, primary screen, JAK2V617F inhibitor project, cell-based, Ba/F3 EpoR-JAK2V617F, luminescence. inhibition, % at 5.6 µM. 1.1% of 220,000 active. ATP luminescence;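 active means inhibition above the campaign mean plus 3 SD over all tested compounds, cut at about 24% in these data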;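 further: cytokine-independent growth of Ba/F3 cells driven by EpoR plus mutant JAK2; 0% = DMSO-treated cells and 100% = JAK inhibitor I control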
NPY-Y1 antag = NPY-Y1 receptor antagonists, primary screen, cell-based. Neuropeptide Y receptor type 1 (Homo sapiens), P25929. HEK293-CNG Y1 cells, membrane potential fluorescence; NPY at EC95, then isoproterenol. 1% of 200,000 active. AID 1040, 2008. inhibition, % at 3.6 µM;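 active means inhibition above the campaign mean inhibition of all tested compounds plus 3 SD, cut at about 20% in these data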;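 further: 0% = DMSO wells given NPY plus isoproterenol and 100% = isoproterenol alone without NPY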
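Test system: HEK293 cells co-expressing NPY Y1 receptor and cyclic-nucleotide gated channel; Also added: NPY (25 nM), isoproterenol (1 µM), Ro 20-1724 (25 µM); Compound dosing: one concentration, 3.6 µM, in 0.4% DMSO; Timing: dye 3 h, compound 60 min room temperature, stimulation 45 min; Technique: Membrane-potential fluorescent dye readout.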
* = called active by the depositor; nt = no result given.

1. CCc1ccc(NC(=O)CCCN2C(=S)NC(C)(C)CC2C)cc1 (configuration not stated)
2. CCOC(=O)N1CCC(N2C(=O)c3ccccc3C2Nc2cc(OC)c(OC)c(OC)c2)CC1 (configuration not stated)
3. COc1ccccc1Nc1nc(N)nc(CSC(=S)N2CCCCC2C)n1 (configuration not stated)
4. CO/N=C(\C)c1ncc(C(F)(F)F)cc1N1CCOCC1
5. Cc1ccc(S(=O)(=O)NCC2CCC(C(=O)O)CC2)cc1 (configuration not stated)
6. CCS(=O)(=O)N1CCN(C(=O)c2cccs2)CC1
7. Fc1ccc(-c2n[nH]c(=S)n2CC2CCCO2)cc1 (configuration not stated)
8. Cc1ccc(OCCC(=O)OCC(=O)Nc2cc(S(=O)(=O)N(C)C)ccc2C)cc1
9. COC(=O)c1c(NC(=O)c2ccccc2[N+](=O)[O-])sc2c1CC(C)(C)NC2(C)C
10. Cc1ccnc(SCc2cn3c(C)cc(C)nc3n2)n1
entry no.	1	2	3	4	5	6	7	8	9	10
NPY-Y2 PAM-ag	0	-7	-6	8	10	1	11	-18	0	11
S1P4 agonist	2.2	0.0	5.5	2.3	0.8	2.2	-2.7	0.7	1.5	1.7
S1P4 antag	-18	-7	-9	-22	-2	-1	-9	-3	-12	-18
Runt-CBFb FRET	0	0	1	3	1	1	-3	-1	0	4
RBBP9 inh	0	-3	4	-8	-3	6	-2	-4	-7	-11
NPY1 pot ag	11	-11	5	-17	-4	3	-20	-15	-9	3
BaF3 tox	6	1	-1	1	-2	7	-1	4	17	8
Ba/F3 V617F tox	3	0	-2	-5	-2	0	-1	0	6	0
NPY-Y1 antag	-2	-2	6	4	0	-3	0	9	9	5

Three of these compounds, reformatted.
item	canonical_smiles	NPY-Y2 PAM-ag	S1P4 agonist	S1P4 antag	Runt-CBFb FRET	RBBP9 inh	NPY1 pot ag	BaF3 tox	Ba/F3 V617F tox	NPY-Y1 antag
3	COc1ccccc1Nc1nc(N)nc(CSC(=S)N2CCCCC2C)n1 (configuration not stated)	-6	5.5	-9	1	4	5	-1	-2	6
4	CO/N=C(\C)c1ncc(C(F)(F)F)cc1N1CCOCC1	8	2.3	-22	3	-8	-17	1	-5	4
5	Cc1ccc(S(=O)(=O)NCC2CCC(C(=O)O)CC2)cc1 (configuration not stated)	10	0.8	-2	1	-3	-4	-2	-2	0

(more compounds)
11. O=C(c1ccco1)N(Cc1ccc([N+](=O)[O-])cc1)c1ccc(Cl)cc1
12. COC(=O)c1ccccc1NC(=O)CN(Cc1ccccc1)S(C)(=O)=O
13. Nc1c(C(=O)O)sc2nc3c(cc12)CCCC3
14. Nc1nnc(SCC(=O)Nc2sc3c(c2C(=O)c2ccccc2)CCCC3)s1
15. N#Cc1cc2c(N)c(C(=O)Nc3ccccc3)sc2nc1N
16. CN(C)S(=O)(=O)c1ccc(NC(=O)c2ccncc2)cc1
17. CCN1CCCC1CNC(=O)Cn1cnc2ccc(S(=O)(=O)N3CCC(C)CC3)cc2c1=O (configuration not stated)
18. Cc1ccc(S(=O)(=O)c2cc3c(=O)n4ccccc4nc3n(Cc3ccco3)c2=N)cc1C
19. Cc1nc(SCC(=O)N(C)C2CCCCC2)[nH]c(=O)c1Cc1ccccc1
20. CCCNC(=O)CN1C(=O)NC(CCSC)C1=O (configuration not stated)
entry no.	11	12	13	14	15	16	17	18	19	20
NPY-Y2 PAM-ag	3	0	-15	-1	7	-19	10	-1	0	-3
S1P4 agonist	-0.6	-2.1	-0.1	0.0	0.0	-0.3	1.2	-2.9	1.4	0.3
S1P4 antag	-4	-14	-25	-18	-10	0	-9	7	-4	4
Runt-CBFb FRET	-1	-2	2	6	6	2	-2	14	-1	0
RBBP9 inh	1	-10	-11	-2	-3	4	-3	-12	-4	-6
NPY1 pot ag	-5	-9	9	16	11	8	-12	-26	-22	7
BaF3 tox	8	2	2	7	0	12	1	5	5	-1
Ba/F3 V617F tox	2	4	-1	0	3	2	0	-2	1	-8
NPY-Y1 antag	6	0	nt	-1	-10	-1	-1	-1	3	nt

21. COC(=O)c1[nH]c2ccc(F)cc2c1NC(=O)Nc1ccc(OC)cc1
22. CCc1sc(N)nc1-c1ccccc1
23. Cc1cc(C(=O)Nc2sc(C)c(C)c2C#N)no1
24. O=C(c1cc2ccccc2oc1=O)N(c1ccccc1)C1C=CS(=O)(=O)C1 (configuration not stated)
25. CCOC(=O)c1c(NC(=S)N2CCOCC2)sc(C)c1C
26. COc1ccc(CCC(=O)OCC(=O)Nc2ccc(C)c(S(=O)(=O)N(C)C)c2)cc1
27. N#Cc1c2c(c(NCc3cccnc3)n3c1nc1ccccc13)CCC2
28. CCN(CC)S(=O)(=O)c1ccc(C(=O)N2CCCCC2)cc1
29. CC(N=c1ccccn1C(=O)Nc1ccc(Cl)cc1)c1ccco1 (configuration not stated)
30. O=C(NC(=S)N1CCOCC1)c1ccc([N+](=O)[O-])cc1
entry no.	21	22	23	24	25	26	27	28	29	30
NPY-Y2 PAM-ag	5	-3	-16	-13	-10	9	7	-3	-11	6
S1P4 agonist	-0.4	-3.3	-1.2	3.1	-0.6	0.5	0.1	-0.6	1.9	2.8
S1P4 antag	-11	18	0	-2	-11	-4	-2	-13	2	-9
Runt-CBFb FRET	-2	4	1	-1	-7	-3	23	2	0	1
RBBP9 inh	-1	-8	0	1	1	-2	3	3	3	-9
NPY1 pot ag	1	1	-27	-15	-20	-15	-6	23	6	-4
BaF3 tox	0	6	0	3	-1	1	4	8	3	2
Ba/F3 V617F tox	1	0	-2	-3	0	0	-2	0	-2	-5
NPY-Y1 antag	-4	2	4	8	nt	1	-3	1	-4	-1

31. CC(=O)Oc1ccc(Cl)cc1/C=C/c1ccc2ccccc2n1
32. CCN(CC)c1ccc(/C=C(/C#N)C(=O)NCc2ccccc2)o1
33. CC(=O)c1nn(-c2cccc(Br)c2)cc1C(=O)c1ccc(Br)cc1
34. CN(Cc1ccno1)Cc1cn(Cc2ccccc2)nc1-c1ccc2c(c1)OCO2
35. CCCc1ccc(OCc2nc(-c3ccc(NC(=O)c4cccs4)cc3)no2)cc1
36. Cc1cccc(CSc2ncccc2C(=O)O)c1
37. O=S(=O)(Nc1ccc(Cl)nn1)c1ccccc1
38. COc1ccccc1N1CC(C(=O)Nc2ccc(S(=O)(=O)N3CCOCC3)cc2)CC1=O (configuration not stated)
39. O=C(NNC(=O)C12CC3CC(CC(C3)C1)C2)[C@@H]1C[C@H]1c1ccccc1
40. COc1ccc(N2C(=O)C3CCCN3C2c2ccc(C)cc2)cc1Cl (configuration not stated)
entry no.	31	32	33	34	35	36	37	38	39	40
NPY-Y2 PAM-ag	-2	21	-18	-1	24	-22	-4	8	-1	-7
S1P4 agonist	-1.9	0.6	0.7	1.0	-0.6	0.8	5.8	-3.2	0.5	-0.5
S1P4 antag	2	-31	-13	-5	-24	-10	1	3	4	2
Runt-CBFb FRET	-6	-26	0	-1	-2	-3	1	0	1	-1
RBBP9 inh	-11	2	-8	-4	-9	-6	4	-2	-8	-6
NPY1 pot ag	-23	6	1	-16	-14	-38	-13	-4	9	4
BaF3 tox	2	5	3	3	0	1	6	3	2	0
Ba/F3 V617F tox	-1	1	-1	-1	-3	5	0	-1	-1	-5
NPY-Y1 antag	-4	-5	2	9	0	5	-6	1	3	2

41. Cc1c(NS(=O)(=O)N2CCCC2)c(=O)n(-c2ccccc2)n1C
42. CC1CC(C)CN(S(=O)(=O)c2cccc(C(=O)N3C(=O)c4cccc(N)c4C3=O)c2)C1 (configuration not stated)
43. CC(Nc1nc(-c2ccc3c(c2)NC(=O)CO3)cs1)c1ccccc1 (configuration not stated)
44. O=c1[nH]c(CN2CCCCC2)nc2c1C1(CCCCC1)Cc1ccccc1-2
45. CSc1nc2c(c(=O)[nH]c(=O)n2C)n1C/C=C(\C)Cl
46. Cc1ccc(-n2cc(CNCCCn3ccnc3C)c(-c3ccc(F)cc3)n2)cc1
47. Cc1nn(CC(=O)N2CCOCC2)c(=O)c2ccccc12
48. CCOC(=O)c1cc2sccc2n1CC(=O)N1CCN(C(=O)c2ccco2)CC1
entry no.	41	42	43	44	45	46	47	48
NPY-Y2 PAM-ag	-12	-10	13	-6	3	-33	-2	11
S1P4 agonist	-0.2	-0.1	-0.8	-0.2	0.2	2.3	2.0	0.0
S1P4 antag	0	38*	5	-11	-12	-7	-8	-4
Runt-CBFb FRET	3	-8	0	1	0	-1	-1	-2
RBBP9 inh	-2	-4	1	-11	-6	7	-9	0
NPY1 pot ag	-11	-20	6	-11	1	-20	7	-15
BaF3 tox	0	3	6	4	1	7	2	0
Ba/F3 V617F tox	-1	-3	-1	3	-4	3	1	-4
NPY-Y1 antag	5	3	-3	9	1	28*	-6	1

High-throughput results from PubChem BioAssay.
